# Compound activity (PubChem BioAssay)
# TDP1 inh: blocks human tyrosyl-DNA phosphodiesterase 1; Q9NUW8; recombinant TDP1, AlphaScreen DNA substrate cleavage; 0.28% of 350,000 active; AID 485290; Potency, µM (titrated, usually from 130 µM), without a hit: top-dose activity change, negative = inhibition, hits mostly inhibitors; further: nearly all actives have a fitted effect of over 40% in size
# Target sequence (Q9NUW8 whole entry, looked up): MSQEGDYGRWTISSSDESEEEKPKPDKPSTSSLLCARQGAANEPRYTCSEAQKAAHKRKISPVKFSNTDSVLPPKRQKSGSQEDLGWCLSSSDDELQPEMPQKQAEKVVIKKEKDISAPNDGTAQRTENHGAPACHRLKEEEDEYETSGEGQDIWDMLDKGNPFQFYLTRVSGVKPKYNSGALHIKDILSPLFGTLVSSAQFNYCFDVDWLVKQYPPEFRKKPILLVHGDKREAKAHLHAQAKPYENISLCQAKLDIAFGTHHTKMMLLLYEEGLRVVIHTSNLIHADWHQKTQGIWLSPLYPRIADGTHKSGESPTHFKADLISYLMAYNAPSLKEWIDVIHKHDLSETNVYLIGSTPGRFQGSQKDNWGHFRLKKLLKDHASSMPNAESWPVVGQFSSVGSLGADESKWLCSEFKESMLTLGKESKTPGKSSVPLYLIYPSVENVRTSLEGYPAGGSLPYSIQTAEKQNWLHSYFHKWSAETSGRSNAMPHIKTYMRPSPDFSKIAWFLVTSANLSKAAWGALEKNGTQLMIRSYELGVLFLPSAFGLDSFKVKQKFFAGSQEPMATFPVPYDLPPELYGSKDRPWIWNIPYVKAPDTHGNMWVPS
#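 Signal: AlphaScreen proximity between streptavidin donor and anti-FITC acceptor beads on intact substrate. Reaction: Tdp1 1 nM, substrate 15 nM final, 5 min RT after 15 min compound preincubation.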
# N370S GC: inhibitors or activators of N370S glucocerebrosidase for Gaucher disease | P04062 | N370S GC spleen homogenate, 4MU-glucoside fluorescence | Potency, µM (highest dose often 59.4 µM), without a hit: at the top dose activity change, negative = inhibition, most hits filed as inhibitors | 0.092% of 330,000 active | AID 2101;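 further: 0% = full enzyme activity and -100% = no enzyme basal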
# FEN1 inh: human FEN1 inhibition; AID 588795; Recombinant FEN1 flap cleavage, fluorescence, 15 min; 0.35% of 390,000 active; Potency, µM (titrated, usually from 114 µM), without a hit: at the top dose activity change, negative = inhibition, hits mostly inhibitors; P39748; further: nearly all actives have a fitted effect of over 65% in size
# Target sequence (P39748 whole entry, looked up): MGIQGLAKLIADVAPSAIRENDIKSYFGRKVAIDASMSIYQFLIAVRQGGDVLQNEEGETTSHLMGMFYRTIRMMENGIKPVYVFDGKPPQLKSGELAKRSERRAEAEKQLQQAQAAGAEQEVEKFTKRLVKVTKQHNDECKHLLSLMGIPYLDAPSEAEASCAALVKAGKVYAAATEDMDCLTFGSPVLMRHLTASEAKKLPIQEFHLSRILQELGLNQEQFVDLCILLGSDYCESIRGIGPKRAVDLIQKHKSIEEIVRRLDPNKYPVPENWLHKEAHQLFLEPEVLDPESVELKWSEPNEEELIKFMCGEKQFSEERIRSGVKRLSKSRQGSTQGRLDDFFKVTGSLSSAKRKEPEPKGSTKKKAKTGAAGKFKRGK
#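 In this screen, 50 nM flap DNA substrate was added to 10 nM FEN1 pretreated with compound for 15 min at room temperature; cleavage was followed with reads at 0 and 15 min, and Hill fitting gave concentration–response parameters.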
# An asterisk follows results filed as active; ? = inconclusive; . = no result given; [ ] = remark or other dose. The call rests on the fitted dose curve; in most records, active means well fitted curve in the direction sought with a large enough effect; inconclusive means small, poorly fitted or top-dose-only effect, or another doubt; inactive means no such curve, though single readings can be large; an effect the other way counts as inactive or inconclusive. Unless noted, on the % scale 0 is the no-effect control and ±100 the full control effect; potency means the concentration at half of the fitted maximal effect.
molecule,TDP1 inh,N370S GC,FEN1 inh
CCOC(=O)C1=C(CSc2nc3c(cc2C#N)CN(C)CC3)OC(N)=C(C#N)C1c1ccncc1 (stereo unspecified),.,-7%,-13%
O=C(Nc1cccc(-c2nc3ncccc3o2)c1)c1ccco1,5%,-5%,-11%
CCCCn1nc(C(=O)NCC(=O)Nc2c(C)cccc2C)c2ccccc2c1=O,0%,.,0%
Cn1c(=O)[nH]c2c(nc(-c3ccc(Cl)cc3)n2C)c1=O,.,-4%,-17%
COC(=O)C(NS(=O)(=O)c1ccc(N2CCCC2=O)cc1)c1ccccc1 (stereo unspecified),2%,-3%,-2%
Nn1c(SCc2ccc(Br)cc2)nnc1-c1ccncc1,5%,-4%,-5%
CCCN(CCC)CCNS(=O)(=O)c1ccc2c(c1)CCN2C(=O)C1CCC1,4%,-9%,-5%
c1nc(CCO[C@H]2CCCCO2)cc2cc3c(cc12)OCO3,-2%,.,-9%
Cc1cccc(C(C)C)c1NC(=O)c1ccc(CN(c2ccccc2)S(=O)(=O)c2ccccc2)cc1,3%,-1%,-2%
Cc1ccc(O)c(C(=O)c2cc(C#N)c(=O)n(C(C)c3ccccc3)c2)c1 (stereo unspecified),7%,9%,-11%

# Entries shown so far that contain an aryl thioether with sulfur outside any ring (2):
molecule,TDP1 inh,N370S GC,FEN1 inh
CCOC(=O)C1=C(CSc2nc3c(cc2C#N)CN(C)CC3)OC(N)=C(C#N)C1c1ccncc1 (stereo unspecified),.,-7%,-13%
Nn1c(SCc2ccc(Br)cc2)nnc1-c1ccncc1,5%,-4%,-5%

# Later entries:
molecule,TDP1 inh,N370S GC,FEN1 inh
CCN(c1ccccc1)S(=O)(=O)c1cccc(C(=O)NCCN2CCOCC2)c1,1%,.,-1%
COc1ccc(CCN2CC(C(=O)OCC(=O)Nc3c(C)nn(-c4ccccc4)c3C)CC2=O)cc1OC (stereo unspecified),-15%,-8%,-2%
O=C1c2ccccc2CN1CCSC(=S)N1CCOCC1,-1%,-9%,7%
CC(NC(=O)c1c(Cl)cnn1C)C1CCCO1 (stereo unspecified),2%,-22%,17%
CCOc1ccc(NC(=O)COc2ccc(S(=O)(=O)N3CCOCC3)cc2)cc1,1%,.,-27%
Cc1nc(-c2ccc(-c3ccon3)s2)no1,-4%,3%,-2%
O=c1nc(SCc2ccccc2Cl)nc(-c2ccc(Cl)cc2)[nH]1,.,0%,7%
COc1ccc(CCNC(=O)Cc2ccc(NC(=O)N3CCSc4ncccc43)cc2)cc1OC,0%,.,20%
CC1CCN(CC(=O)Nc2ccccc2C(=O)c2ccccc2)CC1,0%,-5%,-11%
COc1cccc(CNCc2c(C(=O)O)c(C)n(Cc3ccc(F)cc3Cl)c2C)c1OC,5%,.,9%
Cc1cccnc1NC(=O)c1cccc(S(=O)(=O)N2CCCC2)c1,.,-4%,4%
O=C(O)CSc1nnc(-c2ccncc2)n1C1CCCCC1,-5%,-1%,0%
O=C(CSc1nc2ccccc2c(=O)n1-c1ccc(F)cc1F)c1c[nH]c2ccccc12,7%,20%,-20%
CCc1ccc(-c2cn(C3CCCCC3)c(=S)[nH]2)cc1,5%,-6%,-2%
CC1CCCN(C(=O)c2cc(N3C(=O)C4C5CCC(C5)C4C3=O)ccc2Cl)C1 (stereo unspecified),-2%,-6%,.
COc1ccc(-c2nnc(SCC(N)=O)n2N)cc1,4%,19%[2.35 µM],8%
CCn1cc(Cl)c(C(=O)NNC(=O)CCn2ccc([N+](=O)[O-])n2)n1,4%,-6%,-3%
CCN(CC)CCCn1c(=S)[nH]c2cc(C(=O)OC)ccc2c1=O,-3%,-5%,4%
O=C1ON=C(c2ccccc2)/C1=C/c1ccc(OS(=O)(=O)c2ccccc2)cc1,3%,-4%,-2%
CCOc1nc(C)cc(C)c1S(=O)(=O)c1cccc(Cl)c1,.,10%,2%
O=C(Cc1cn2ccsc2n1)NCCc1ccc(F)cc1,4%,8%,10%
Cc1ccc2c(c1)COc1c3ccc(C(=O)N[C@@H](CO)C(C)C)cc3nn1-2,-7%,14%,-22%
CCOC(=O)c1cc(C#N)c(Oc2ccc(F)cc2)nc1-c1ccccc1,-2%,13%,3%
CC1CC(=O)c2c(cc3c(-c4c(O)cc(O)c5c(O)c6c(cc45)OC(C)CC6=O)c(O)cc(O)c3c2O)O1 (stereo unspecified),4%,21%,14µM*
CC(CNC(=O)COC(=O)c1ccco1)c1ccccc1 (stereo unspecified),0%,.,-12%
CCC(C(=O)Nc1nnc2n1CCS2)c1ccccc1 (stereo unspecified),-1%,.,22%
CCOc1ccc(-c2ccc(SC)nn2)cc1,4%,-1%,6%
Cc1cccc(-n2nnc(-c3nc(-c4ccccc4)no3)c2N)c1C,0%,.,-1%
Cc1cc(NC(=O)c2cc(C3CC3)on2)no1,.,2%,17%
C=CCC[C@H](Cc1ccc(F)cc1)C(=O)OC[C@@H](Cc1c[nH]c2ccccc12)NC(=O)[C@@H](CC=C)CC(=O)N[C@@H](CO)Cc1ccccc1,1%,.,-24%

# Among those listed so far, three have a cyano group:
molecule,TDP1 inh,N370S GC,FEN1 inh
CCOC(=O)C1=C(CSc2nc3c(cc2C#N)CN(C)CC3)OC(N)=C(C#N)C1c1ccncc1 (stereo unspecified),.,-7%,-13%
Cc1ccc(O)c(C(=O)c2cc(C#N)c(=O)n(C(C)c3ccccc3)c2)c1 (stereo unspecified),7%,9%,-11%
CCOC(=O)c1cc(C#N)c(Oc2ccc(F)cc2)nc1-c1ccccc1,-2%,13%,3%

# Next structures:
molecule,TDP1 inh,N370S GC,FEN1 inh
O=C1Nc2ccccc2O/C1=C\c1ccccc1Br,.,3%,0%
CCCc1cnc2c(c1SCC(=O)Nc1c(C)cc(C)cc1C)c(=O)n(C)c(=O)n2C,5%,.,-5%
Cc1cc(NC(=O)Nc2ccc(Cl)cc2)n(-c2ccccc2)n1,.,4%,-7%
Cc1nnc(SCC(=O)NNC(=O)c2ccccc2)n1Cc1ccccc1,2%,.,-3%
OC(CCN1CCOCC1)(c1ccc(Cl)cc1)C1CCCCC1 (stereo unspecified),2%,-11%,-1%
CC(C)c1nc(Cl)c(C#N)c2c1CCCC2,-2%,-1%,1%
Cc1csc(C(=O)O)c1NC(=O)c1c(Cl)cccc1Cl,.,1%,9%
Cc1ccc(Cl)cc1N1CCN(c2ncnc3onc(C)c23)CC1,5%,.,-22%
Cc1nn2c(N)c(C#N)cnc2c1-c1ccccc1,3%,-18%,-5%
COc1ccc(CCNC(=O)c2cc3c(=O)n(C)c4cc(Cl)ccc4c3s2)cc1OC,2%,.,-2%
CCOc1ccccc1NC(=O)N1CCN(Cc2nc3ccc(C)cc3o2)CC1,-1%,.,5%
CCN(CC)S(=O)(=O)c1cccc(C(=O)OCC(=O)Nc2ccccc2OC(F)F)c1,3%,5%,-7%
CCOC(=O)C1CCN(Cc2cn[nH]c2-c2ccccc2)CC1,-3%,-5%,3%
CC[C@H](C)[C@H](N)C(=O)N[C@@H](CCCCN)C(=O)N[C@H](C(=O)N[C@@H](C)C(=O)N[C@H](C(=O)O)C(C)C)C(C)C,5%,-3%,.
COc1cccc(/C=N/NC(=O)c2nc(-c3ccccc3)cc(-c3ccccc3)n2)c1,-8%,11%,-6%
COc1ccc(Nc2nc(-c3ccc4c(c3)NC(=O)CO4)cs2)cc1,3%,-4%,-2%
CCC(C)n1c(-c2ccco2)nc2nc3ccccc3nc21 (stereo unspecified),0%,?,.
O=C(O)CCCNC(=O)c1cccc(C(=O)NCCCC(=O)O)n1,3%,5%,-1%
O=C(CNC(=O)c1ccc2c(c1)OCCO2)N/N=C/c1ccco1,-1%,2%,3%
COc1ccc(NC(=O)C2CCCN(S(=O)(=O)c3cccc4cccnc34)C2)c(OC)c1 (stereo unspecified),5%,10%,-9%
Cc1ccc(NC(=O)N(Cc2ccco2)Cc2cc3cc(C)cc(C)c3nc2Cl)cc1,0%,2%,.
CCn1cc(C(=O)N2CCN(c3cccc(C)c3C)CC2)c2cc(OC)c(OC)cc2c1=O,9%,.,-3%
NS(=O)(=O)c1ccc(NC(=O)c2cc(-c3cc(Cl)ccc3O)n[nH]2)cc1,.,-9%,-10%
COc1ccc(-c2nn3c(-c4ccccc4C)nnc3c3ccccc23)cc1,-1%,.,9%
C[C@@H]1COC(=O)[C@@H](CC(=O)OC(C)(C)C)C/C=C\C[C@@H](CC(=O)NCCO)C(=O)N1,0%,.,15%
COc1ccc(C(=O)Nc2sc(C)c(C)c2CN2CCOCC2)cc1,9%,11%,-10%
CC1CN(CC(O)COCc2ccc3c(c2)OCO3)CC(C)O1 (stereo unspecified),1%,8%,39%[activator]
CCC(c1nnnn1Cc1ccco1)N(CCc1ccccc1)Cc1cc2cc(C)ccc2[nH]c1=O (stereo unspecified),7%,1%,-2%
CCOC(=O)CCN1C(=O)[C@H]2[C@H]3[C@H](O)[C@H](O)C/C(=N/NC(=O)OCC)[C@H]3CC[C@@H]2C1=O,5%[21 µM],-16%[12.8 µM],.
Cc1ccc2nc(Cl)c3cc(C(=O)NC4CCCCCC4)sc3c2c1,4%,.,14%
N#Cc1ccc(-c2cccs2)nc1SCc1c(F)cccc1Cl,-3%,.,-17%
COc1ccc(N(CC(=O)O)S(C)(=O)=O)cc1OC,2%,2%,-3%
CC(C)(C)N(Cc1ccccc1)C(=O)CCc1ccccc1,7%,11%,-3%
CCn1nc(C)cc1C(=O)Sc1ccc(Cl)cc1Cl,.,4%,-12%
CCCCN1C(=O)C(=O)N(CC(=O)c2ccc3c(c2)CCCC3)C1=O,-2%[56.1 µM],.,15%
O=[N+]([O-])c1ccc(Sc2nccn2Cc2ccccc2)c([N+](=O)[O-])c1,8%,-23%,1%
Cc1cccc(C)c1OCC(=O)NNC(=O)CNC(=O)c1ccc(OC(F)F)cc1,0%,.,-3%
Cc1cc(C)nc(Nc2ncc(O)n2-c2ccc(Br)cc2)n1,10%,14%,0%
COc1ccc(CCNC(=O)CCS(=O)(=O)Cc2ccccc2C)cc1OC,.,-4%,-3%
CN(C)S(=O)(=O)c1cccc(C(=O)OCC(=O)c2ccc3c(c2)NC(=O)CO3)c1,4%,?,9%
Oc1[nH]c(N=C2N=c3ccccc3=N2)c2ccccc12,11%,6%,-6%
Cc1ccc(S(=O)(=O)NCc2ccc(C(=O)NCc3cccnc3)cc2)cc1,-3%,3%,.
O=C(CCn1c(=O)c2cccn2c2ccc(F)cc21)NCc1cccc(F)c1,0%,21%,0%
COc1ccc(C(=O)Nc2nc(C)cc(C)n2)cc1,3%,-13%,1%
O=C(Nc1ccc(S(=O)(=O)N2CCCc3ccccc32)cc1)C1CCCO1 (stereo unspecified),3%,2%,1%
COc1ccc(-c2cc(C(=O)O)nc3ccc4ccccc4c23)cc1OC,0%,16%,0%
O=C(NCCOc1nc(N2CCCCC2)nc(N2CCCCC2)n1)Nc1ccccc1,3%,?,0%
CCN1CCN(C(=O)C(N)Cc2ccccc2)CC1 (stereo unspecified),-2%,-16%,-13%
Cc1ccc(-c2nc3ccccc3o2)cc1NC(=O)c1cccc2c(Cl)cccc12,5%,.,4%
Cc1ccc2nc(Nc3ccccc3)c(C=O)c(=O)n2c1,2%,4%,9%

# Next part.
molecule,TDP1 inh,N370S GC,FEN1 inh
O=C(c1ccccc1Cc1ccccc1)N1CCN(S(=O)(=O)c2ccccc2F)CC1,2%,.,-8%
CCc1cccc(N(C(=O)c2csnn2)C(C(=O)NC2CCCC2)c2cccnc2)c1 (stereo unspecified),2%,0%,-1%
CCOc1ccccc1N(C)C(=O)c1sc2ncn(CC(=O)N3CCCCC3C)c(=O)c2c1C (stereo unspecified),.,-14%,11%
COc1ccccc1OCc1ccc(C(=O)NCCN(C)C)o1,5%,-9%,9%
COc1ccc(C2C3C=CCC(c4ccccc4)C3C(=O)N2Cc2ccccc2)cc1Cl (stereo unspecified),11%,4%,-19%
C=CCN(CC=C)Cc1cc(=O)n2c(-c3ccccc3)csc2n1,.,4%,-1%
OCCNc1nc2ccc(Cl)cc2[nH]1,6%,?,5%
COc1ccc(N2CCN(c3ccc(C(=O)O)cc3[N+](=O)[O-])CC2)cc1,.,-15%,-11%
CC1(C)Cc2c(C#N)c(SCCOc3ccccc3)nc(N3CCOCC3)c2CO1,7%,22%,-4%
COC(=O)c1ccc(CN2CCCC(CO)(Cc3ccc(F)cc3F)C2)cc1 (stereo unspecified),.,-4%,1%
COc1cc(NS(=O)(=O)c2cc3c(cc2C)n(C)c(=O)c(=O)n3C)cc(OC)c1,-2%,.,3%
COc1cccc(/C=C/C(=O)OCC(=O)NCC2CCCO2)c1OC (stereo unspecified),6%,4%,-8%
Cc1cnn(C(=S)NCC2CCCO2)c1 (stereo unspecified),7%,-6%,1%
Oc1oc(-c2ccccc2)nc1/C=N/c1ccccn1,3%,-4%,-2%
Cc1csc(SCC(=O)NC(C)C2CC3CCC2C3)n1 (stereo unspecified),7%,-9%,-1%
